Screening results (PubChem)
NS3 helicase inh: inhibitors of Hepatitis C virus NS3 helicase; 0.56% of 290,000 active; inhibition, % at 10.9 µM; AID 1800; NS3 helicase DNA unwinding, Cy5 molecular beacon fluorescence;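 active means inhibition above the mean of all tested compounds plus 3 SD, set per campaign, cut at about 35% in these data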;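 further: 0% = DMSO wells and 100% = thioflavine S control wells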
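Test system: hepatitis C virus NS3 helicase domain fragment enzyme. Also added: annealed dual-labelled DNA beacon duplex, ATP-started. Timing: 60 min unwinding reaction at 25 °C after ATP addition. Technique: Cy5 fluorescence. Measure: % inhibition of unwinding.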
GPR7 antagonist: blocks human GPR7 receptor signaling | P48145 | 1.1% of 290,000 active | GPR7-expressing cells, fluorescence antagonist assay | inhibition, % at 4.4 µM; in the data active means inhibition above about 16%, passing the limit was not always enough;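 further: cells stimulated with the agonist NPW; 0% = agonist with vehicle and 100% = vehicle without agonist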
Target sequence (P48145 whole entry, looked up): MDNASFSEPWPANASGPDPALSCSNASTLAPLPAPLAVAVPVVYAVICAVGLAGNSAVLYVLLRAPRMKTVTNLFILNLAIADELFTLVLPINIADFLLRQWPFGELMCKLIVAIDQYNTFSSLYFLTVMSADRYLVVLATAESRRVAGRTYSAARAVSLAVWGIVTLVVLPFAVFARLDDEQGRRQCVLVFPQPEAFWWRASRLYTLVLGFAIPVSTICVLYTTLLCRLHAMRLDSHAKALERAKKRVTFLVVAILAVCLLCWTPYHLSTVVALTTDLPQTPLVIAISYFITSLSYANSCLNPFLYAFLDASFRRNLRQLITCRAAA
VIM-2 inh: inhibitors of Pseudomonas aeruginosa VIM-2 metallo-beta-lactamase. 0.89% of 290,000 active. purified VIM-2, nitrocefin hydrolysis, epi-absorbance fluorescence. AID 1527. inhibition, % at 5.6 µM;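 active means inhibition above the mean of all tested compounds plus 3 SD, cutoff set per screening run, cut at about 7.5% in these data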;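 further: red hydrolysis product quenches plate fluorescence so inhibitors raise well fluorescence; 0% = enzyme with DMSO and 100% = DMSO without enzyme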
OXTR agonist: agonists of human oxytocin receptor. activation, % at 3 µM. CHO-OTR cells, Fluo-8 calcium fluorescence; normalized: DMSO 0%, oxytocin 100%. AID 2435. 0.32% of 320,000 active;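 active means activation above the mean of all tested compounds plus 3 SD, cutoff set per screening run, cut at about 20% in these data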;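 further: peak over basal fluorescence ratio from a 100 s FLIPR kinetic read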
GalR3 antagonist: human GalR3 antagonism. inhibition, % at 3 µM. HEK293 GalR3-CNG cAMP membrane potential fluorescence; galR3 body fused to GalR1 C-terminus. O60755. 0.44% of 360,000 active;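 active means inhibition above the screen-wide average plus 3 SD, cut at about 13% in these data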;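 further: forskolin and galanin both at EC90 stimulate the cells; cAMP rise reported by CNG channel membrane potential dye signal; 0% = forskolin plus galanin with DMSO and 100% = forskolin alone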
Target sequence (O60755 1-299 limits assumed): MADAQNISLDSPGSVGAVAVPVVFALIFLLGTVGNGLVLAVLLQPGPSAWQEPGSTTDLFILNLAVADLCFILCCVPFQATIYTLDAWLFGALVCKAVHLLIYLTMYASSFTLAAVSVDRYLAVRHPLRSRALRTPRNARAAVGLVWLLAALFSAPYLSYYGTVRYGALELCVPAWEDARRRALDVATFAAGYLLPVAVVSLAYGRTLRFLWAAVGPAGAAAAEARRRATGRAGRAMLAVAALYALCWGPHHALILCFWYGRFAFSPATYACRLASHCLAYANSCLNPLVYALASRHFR
V1aR counter: activates human V1a receptor in oxytocin agonist counter-screen. 0.25% of 320,000 active. activation, % at 3 µM. P37288. CHO-V1R cells, Fluo-8 calcium fluorescence, agonist mode; 0% DMSO, 100% 3 nM vasopressin;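 active means activation above the mean activation of all tested compounds plus 3 SD, per screening run, cut at about 20% in these data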;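 further: signal is peak over basal fluorescence ratio across a 100 second FLIPR read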
Target sequence (P37288 whole entry, looked up): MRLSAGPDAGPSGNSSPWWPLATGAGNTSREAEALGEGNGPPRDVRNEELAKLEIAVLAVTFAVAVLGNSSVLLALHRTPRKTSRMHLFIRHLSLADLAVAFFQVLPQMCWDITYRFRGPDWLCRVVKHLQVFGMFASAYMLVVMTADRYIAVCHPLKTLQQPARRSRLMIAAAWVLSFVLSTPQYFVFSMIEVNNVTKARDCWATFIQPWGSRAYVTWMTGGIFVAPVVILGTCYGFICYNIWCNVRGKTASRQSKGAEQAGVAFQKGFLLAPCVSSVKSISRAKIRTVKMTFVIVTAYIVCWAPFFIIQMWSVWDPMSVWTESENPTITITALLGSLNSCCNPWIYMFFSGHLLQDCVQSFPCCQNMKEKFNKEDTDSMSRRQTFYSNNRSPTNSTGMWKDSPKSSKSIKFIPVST
DNA FID counter: displaces DNA intercalator in HCV helicase counter-screen. inhibition, % at 7.9 µM. AID 1845. 0.17% of 290,000 active. DNA fluorescent intercalator displacement, fluorescence; in the data active means inhibition above about 37%;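 further: 0% = vehicle and 100% = reference compound; higher means more ethidium bromide displaced from hairpin DNA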
IMP-1 inhibitor: inhibitors of Pseudomonas aeruginosa IMP-1 metallo-beta-lactamase; purified IMP-1, nitrocefin hydrolysis, epi-absorbance fluorescence; inhibition, % at 5.6 µM; 0.45% of 290,000 active; AID 1556;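 active means inhibition above the mean plus 3 SD of all compounds in the same screening run, cut at about 4.5% in these data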;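 further: 0% = IMP-1 with DMSO and 100% = DMSO wells lacking enzyme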
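System: Purified IMP-1 | Read-out basis: Percent enzyme inhibition | Controls: IMP-1 with DMSO as 0%, enzyme-free DMSO as 100% | Replicates: One well per compound | Doses: 5.6 µM nominal single concentration | Detection: Epi-absorbance fluorescence, 480 nm excitation, 530 nm emission | Incubation: 25 °C, 15 min preincubation, 25 min reaction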
PHOSPHO1 block: blocks human PHOSPHO1 phosphatase activity | recombinant PHOSPHO1, absorbance phosphatase assay | inhibition, % at 13.3 µM | 1.1% of 290,000 active | AID 1565; in the data active means inhibition above about 60%
* hit, by the source's call; nt = not tested or not shown. Compounds as they come (roughly 4.3% active in at least one column).

SMILES	NS3 helicase inh	GPR7 antagonist	VIM-2 inh	OXTR agonist	GalR3 antagonist	V1aR counter	DNA FID counter	IMP-1 inhibitor	PHOSPHO1 block
Cc1cccc2nc(Cn3c(=O)n(CCCC(=O)NCc4ccco4)c(=O)c4ccccc43)cc(=O)n12	0	-13	-1.7	-0.4	-10	1.6	-27	-2.7	-7
O=C(OCn1nnc2ccccc2c1=O)c1cn(-c2ccccc2)nc1-c1cccnc1	-1	-13	-0.3	3.1	-4	3.7	-16	-3.4	-8
CC1CC(C)CN(C(=O)Cn2c(=O)oc3cc(S(=O)(=O)N4CCCC4)ccc32)C1 (stereo not given)	9	-9	-0.8	1.1	-6	0.3	-29	-2.9	-8
CCn1c(SCC(=O)c2ccc3ccccc3c2)nnc1-c1ccco1	23	-7	-0.6	2.0	-6	0.6	-26	1.3	73*
COc1ccc(NC(=O)c2oc3ccccc3c2CSC)cn1	-14	-1	-1.1	nt	2	nt	-23	-1.3	31
O=C(Cc1ccc(-n2c(=O)c3ccccc3n(Cc3ccccc3Cl)c2=O)cc1)NCC1CCCO1 (stereo not given)	0	-1	-0.6	-0.9	-2	0.3	-28	4.8*	40
CCOc1ccc(NC(=O)C2(c3ccc(OC)c(OC)c3)CCCC2)cc1	-9	-3	-3.7	-2.0	-3	0.3	-24	-2.6	-19
O=C(c1ccc(N2CCOCC2)cc1)N1CCCC(Nc2ccccc2)C1 (stereo not given)	8	2	-3.2	0.7	-1	0.5	-23	-1.9	44
OC(CNCC1CCCCC1)COc1ccccc1 (stereo not given)	-3	-3	-0.6	1.3	-12	-0.7	-7	-1.3	20
Cc1cc(S(=O)(=O)N2CCCC2)ccc1OCC(=O)Nc1ccccc1	-5	-3	-0.3	1.7	-5	3.3	-24	-3.6	12
CCN(CC(=O)Nc1ccccc1-c1ccccc1)Cc1nc2ccccc2c(=O)[nH]1	-1	8	-6.1	-0.9	-2	-0.4	-32	-3.7	32
Cc1cc(-c2nnc3n2N=C(c2ccccc2Br)CS3)n[nH]1	0	-8	-0.3	0.3	-4	1.7	-25	-1.7	8
C=CCNc1nc(NCc2ccco2)nc(OCC)n1	0	-1	-3.3	-0.8	1	-0.1	-2	-2.1	20
COc1ccc(N2CCN(Cc3cc(=O)oc4cc5c(cc34)CCCC5)CC2)cc1	2	-9	-3.0	-0.5	0	-0.8	-4	-2.7	-19
CC1CCc2sc(C(=O)NN=C3CCC(c4ccccc4)CC3)cc2C1 (stereo not given)	-1	-7	-2.0	-0.8	4	-0.7	-1	-5.3	13
CC(NC(=O)/C(=C/c1ccc(OC(F)F)cc1)c1ccccc1)c1ccccc1 (stereo not given)	-14	-6	-2.1	-0.7	-2	3.5	-13	-2.5	9
C/C(=N\Nc1cccc(C(=O)O)c1)c1ccc2c(c1)Nc1ccccc1S2	-15	-10	-1.7	1.6	nt	2.1	-16	-2.5	81*
N#Cc1cc2c([nH]c1=S)CCCC2	1	10	1.8	0.7	0	0.4	1	-2.2	0
Cc1cc(C)c(C#N)c(Nc2ccccc2Cl)n1	9	-8	-1.7	-2.1	-2	-1.1	-6	-1.5	-2
Cc1c(NC(=O)CSc2nnnn2C)c(=O)n(-c2ccccc2)n1C	-8	-9	-1.2	0.4	-4	1.5	-2	-1.4	34
CC(C)N1C(=O)S/C(=C/c2ccc3c(c2)n(C)c(=O)n3C)C1=O	-8	-8	-1.4	-0.6	-3	-0.5	-4	-4.8	23
O=C(c1ccccn1)N1CCCC(N2CCN(c3cccc(C(F)(F)F)c3)CC2)C1 (stereo not given)	0	-13	-2.9	0.0	1	1.5	-40	-0.2	-14
N#C/C(=C\c1ccccc1O)C(=O)Nc1cccnc1	5	-4	-2.1	2.2	4	-0.4	2	-0.9	6
CS(=O)(=O)c1ccc(Cl)c(NC(=O)C2CC(=O)N(c3ccc4c(c3)OCCO4)C2)c1 (stereo not given)	22	-14	-0.8	-1.0	6	-0.4	-19	-2.9	18
CC(C)c1ccc(NC(=O)Cn2nnc(C(=O)NCc3ccco3)c2N)cc1	5	0	-0.5	1.0	-8	1.4	-17	0.3	22
COc1cc(OC)c(NC(=O)CN(C)S(=O)(=O)c2ccc(-c3ccc(=O)[nH]n3)s2)cc1Cl	-5	-5	1.4	0.7	10	0.5	-49	0.8	9
O=S(=O)(CCN1CCOCC1)c1ccccc1	-9	-14	-2.5	nt	-5	nt	-5	-2.7	16
O=C(O)c1ccc(S(=O)(=O)N2CCC(n3nnc4cc(C(F)(F)F)ccc43)CC2)cc1	6	0	-4.1	0.8	-9	0.2	-24	-3.1	10
Cc1coc2cc3oc(=O)c(CCC(=O)N4CCC(C(=O)O)(c5ccccc5)CC4)c(C)c3cc12	0	-11	-2.1	-0.4	0	1.0	-37	-3.2	29
COc1ccc(-c2nc3c4c(ncn3n2)-c2ccccc2CC42CCCC2)cc1	-3	0	0.4	1.1	0	-0.2	0	-1.7	-8
Cc1ccc(NC(=O)CS(=O)CC(=O)Nc2ccc(N3CCOCC3)cc2)cc1Cl (stereo not given)	-26	17	-2.6	0.5	-2	1.5	-3	0.0	25
CN(C)N=Nc1ccc(S(=O)(=O)N2CCSC2C(=O)O)cc1 (stereo not given)	5	-12	-5.3	1.0	-6	0.6	-2	-4.4	nt
CCCOc1ccc(C(C(=O)OCCN(CC)CC)c2ccccc2)cc1 (stereo not given)	-8	13	-0.6	5.9	-5	3.3	8	0.1	5
CCC(C(=O)Nc1ccc(S(=O)(=O)N2CCN(C)CC2)cc1)c1ccccc1 (stereo not given)	-28	-11	2.3	11	-2	12	11	0.6	40
COc1ccc(C(=O)n2nc(-c3ccco3)nc2SC)cc1OC	1	-14	-1.6	0.9	1	1.1	-4	-3.5	0
COc1ccc(C(=O)NC(=S)NCc2ccccc2)cc1	-7	-8	-1.3	-0.5	-6	-1.0	-11	-1.3	62*
O=[N+]([O-])c1cccnc1NCCc1ccccc1	-7	-9	-1.6	-2.0	-1	-0.8	2	-2.0	39
COc1cccc(C(=O)NC2CCN(CC(=O)NCc3ccccc3F)CC2)c1	-4	-1	-2.1	0.8	-8	1.9	-5	-3.0	0
CCCCCCOC(=O)C(C#N)c1nc2ccccc2nc1N1CCOCC1 (stereo not given)	-3	-1	-1.4	0.3	-5	-1.1	0	-5.2	0
COc1ccc(O)c(C(=O)c2cnc3onc(C(C)C)c3c2)c1	5	3	0.7	-2.1	-4	-1.8	-6	-0.8	17
CCN1C(=O)CC(NNC(=O)c2ccccc2)C1=O (stereo not given)	3	-3	-3.2	-1.4	-2	1.5	-2	-2.0	0
Nc1c(C(=O)NCCc2ccccc2)sc2nc(N3CCOCC3)c3c(c12)CCCC3	2	-10	0.9	-1.1	-2	-0.7	-30	-1.8	4
Cc1cc(Br)c(NC(=O)CN2CCCC2)c(Br)c1	-10	-3	-3.6	nt	-8	nt	-4	-1.4	31
CC1CCN(C(=O)CC2C(=O)Nc3c2c(=O)n(C)c(=O)n3Cc2ccccc2)CC1 (stereo not given)	4	-6	-3.1	0.2	-6	-0.3	-21	-2.4	50
CC(C)Sc1nc(O)c(Cc2ccccc2)c(=O)[nH]1	-2	-7	-2.5	1.6	0	1.2	-3	-6.4	14
O=C(NCC1CCCO1)c1ccc(NC(=O)c2cccc(Br)c2)cc1 (stereo not given)	5	2	-2.2	1.9	2	0.1	-18	-3.1	14
COc1ccc(C2(CNC(C)=O)CCOCC2)cc1OC	12	-2	-5.3	-0.4	2	0.2	-7	-6.4	-13
CCn1cc(C=O)c2cc(S(=O)(=O)N3CCOCC3)ccc21	5	-10	-2.5	0.1	-4	0.7	3	-2.9	-6
O=C(NC1CC1)C1=C[C@H](c2c[nH]c3ccccc23)C[C@H](OCc2ccc(CO)cc2)O1	nt	nt	nt	-0.8	-5	-0.1	nt	nt	25
Cc1nnc2sc(SCc3cccc(Cl)c3)nn2c1=O	7	-7	-0.5	0.4	-6	0.9	-11	-2.8	37
Cc1ccc2cc(C)c3nnc(SCC(=O)c4cccs4)n3c2c1C	6	-9	0.7	-1.1	-1	-0.1	-16	-2.8	-13
CCCCn1c(=O)[nH]c(=O)c2c1nc(-c1ccc(C(F)(F)F)cc1)n2C	-14	-15	-2.2	-0.1	3	-0.5	1	-3.3	20
CSc1ccccc1OCc1cc(C(=O)N(C)C(C)c2nc(C)cs2)no1 (stereo not given)	-7	-8	-2.7	-0.8	-3	-1.1	-41	-2.4	8
Cc1cc(NC(=O)c2cccc(C(=O)Nc3cc(C)on3)n2)no1	4	4	0.7	-1.8	0	0.6	-10	-0.6	-10
CCOC(=O)CN(C(=O)CCC(=O)Nc1cc(C)on1)C(C(=O)NC1CCCC1)c1cccnc1 (stereo not given)	-12	1	-3.2	0.3	-3	-0.3	-20	-2.1	41
O=C(NCC(=O)N(c1cccc(F)c1)C(C(=O)NC1CCCC1)c1cccnc1)c1ccco1 (stereo not given)	1	-9	-1.8	0.5	3	-0.8	-31	-1.3	24
Cc1ccc(COc2ccc(C)nc2[N+](=O)[O-])cc1	1	-3	-1.6	-3.1	-5	-0.8	0	-2.1	39
N#CC1=C(N)OC2=C(CC/C2=C\c2ccccc2)C1c1ccccc1 (stereo not given)	30	9	-2.3	28*	0	26*	-27	5.2*	5
COC(=O)[C@H](Cc1ccccc1)NC(=O)O[C@@H]1C(=O)c2cc(Br)ccc2O[C@H]1c1cccc(OC)c1	-11	-15	-1.8	0.2	nt	0.8	-35	-2.0	-14
CCn1c(=S)sc2c(=O)n(CC(=O)NC(C)CCc3ccccc3)c(C)nc21 (stereo not given)	4	2	-4.8	-0.8	4	0.1	-9	-2.3	-8

Taken from above:
Entry for `O=C(NCC(=O)N(c1cccc(F)c1)C(C(=O)NC1CCCC1)c1cccnc1)c1ccco1` (stereo not given) under PHOSPHO1 block: 24
Entry for `COC(=O)[C@H](Cc1ccccc1)NC(=O)O[C@@H]1C(=O)c2cc(Br)ccc2O[C@H]1c1cccc(OC)c1` under DNA FID counter: -35

Later entries:
SMILES	NS3 helicase inh	GPR7 antagonist	VIM-2 inh	OXTR agonist	GalR3 antagonist	V1aR counter	DNA FID counter	IMP-1 inhibitor	PHOSPHO1 block
Cc1ccc(NC(C(N)=O)c2c(C)[nH]c(=O)[nH]c2=O)cc1 (stereo not given)	6	-1	-2.5	0.4	-4	1.3	-1	-1.4	1
Cc1ccc2c(c1)N(CC(=O)NCCCN1C(C)CCCC1C)C(=O)c1cccnc1O2 (stereo not given)	-4	-5	-1.4	0.1	-3	0.5	1	-0.8	-9
Cc1ccc(C)c(NC(=O)c2cc3ccccn3n2)c1	7	-3	-3.7	-2.1	nt	-1.9	-3	-2.0	14
COc1ccccc1NC(=S)N1CCN(c2ccccc2F)CC1	1	-8	0.7	nt	-4	nt	-9	-0.3	30

3 entries picked at random from the list so far, as already listed:
SMILES	NS3 helicase inh	GPR7 antagonist	VIM-2 inh	OXTR agonist	GalR3 antagonist	V1aR counter	DNA FID counter	IMP-1 inhibitor	PHOSPHO1 block
COc1ccccc1NC(=S)N1CCN(c2ccccc2F)CC1	1	-8	0.7	nt	-4	nt	-9	-0.3	30
Cc1ccc(NC(C(N)=O)c2c(C)[nH]c(=O)[nH]c2=O)cc1 (stereo not given)	6	-1	-2.5	0.4	-4	1.3	-1	-1.4	1
Cc1ccc2c(c1)N(CC(=O)NCCCN1C(C)CCCC1C)C(=O)c1cccnc1O2 (stereo not given)	-4	-5	-1.4	0.1	-3	0.5	1	-0.8	-9
